PrPC surface inh: reduces human prion protein on the cell surface; P04156; cell surface PrPC, TR-FRET read-out; inhibition, % at 13.8 µM; 370,000 compounds, 0.43% hits; in the data active = inhibition above about 24%; note: 0% = median of the test wells and 100% = reference compound wells
PriA SSB inh: blocks PriA binding to SSB C-terminal tail; AlphaScreen SSBct-PriA binding, biotinylated peptide; inhibition, % at 33 µM; 430,000 compounds, 0.6% hits; in the data active = inhibition mostly above about 37%, no sharp cut-off; inactive = mostly below about 20%;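 note: plate controls were negative control peptide for no effect and reference peptide for full effect; strong numbers were not always called active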
3CLpro inhibitor: SARS-CoV 3CLpro protease inhibition | inhibition, % at 6 µM | 290,000 compounds, 0.14% hits | P0C6X7 | recombinant SARS-CoV 3CLpro, quenched FRET peptide cleavage; in the data active = inhibition above about 12%
BH1578 lux ind: inducers of Vibrio cholerae quorum light production without autoinducers. V. cholerae BH1578 lux reporter, luminescence, 6 h. activation, % at 18.7 µM. 350,000 compounds, 0.16% hits. AID 588436; in the data active = activation mostly above about 9.7%, no sharp cut-off; inconclusive = no clear call, values can overlap the other calls; inactive = mostly below about 3.7%; note: not every result past the cut was called active; inactives centre near 0; reference of the scale not given here
Anthrax LF prot: anthrax lethal factor protease inhibition | AID 588501 | 360,000 compounds, 0.12% hits | inhibition, % at 10 µM | multiplex microsphere protease cleavage assay, LF | P15917; note: plate controls were buffer without enzyme for full effect and enzyme alone for no effect
TcdB GH inh: TcdB glycohydrolase inhibition | 350,000 compounds, 0.24% hits | P18177 | TcdB glycohydrolase enzymatic assay, plate reader | inhibition, % at 9.99 µM; in the data active = inhibition above about 10%
Target sequence (P18177 whole entry, looked up): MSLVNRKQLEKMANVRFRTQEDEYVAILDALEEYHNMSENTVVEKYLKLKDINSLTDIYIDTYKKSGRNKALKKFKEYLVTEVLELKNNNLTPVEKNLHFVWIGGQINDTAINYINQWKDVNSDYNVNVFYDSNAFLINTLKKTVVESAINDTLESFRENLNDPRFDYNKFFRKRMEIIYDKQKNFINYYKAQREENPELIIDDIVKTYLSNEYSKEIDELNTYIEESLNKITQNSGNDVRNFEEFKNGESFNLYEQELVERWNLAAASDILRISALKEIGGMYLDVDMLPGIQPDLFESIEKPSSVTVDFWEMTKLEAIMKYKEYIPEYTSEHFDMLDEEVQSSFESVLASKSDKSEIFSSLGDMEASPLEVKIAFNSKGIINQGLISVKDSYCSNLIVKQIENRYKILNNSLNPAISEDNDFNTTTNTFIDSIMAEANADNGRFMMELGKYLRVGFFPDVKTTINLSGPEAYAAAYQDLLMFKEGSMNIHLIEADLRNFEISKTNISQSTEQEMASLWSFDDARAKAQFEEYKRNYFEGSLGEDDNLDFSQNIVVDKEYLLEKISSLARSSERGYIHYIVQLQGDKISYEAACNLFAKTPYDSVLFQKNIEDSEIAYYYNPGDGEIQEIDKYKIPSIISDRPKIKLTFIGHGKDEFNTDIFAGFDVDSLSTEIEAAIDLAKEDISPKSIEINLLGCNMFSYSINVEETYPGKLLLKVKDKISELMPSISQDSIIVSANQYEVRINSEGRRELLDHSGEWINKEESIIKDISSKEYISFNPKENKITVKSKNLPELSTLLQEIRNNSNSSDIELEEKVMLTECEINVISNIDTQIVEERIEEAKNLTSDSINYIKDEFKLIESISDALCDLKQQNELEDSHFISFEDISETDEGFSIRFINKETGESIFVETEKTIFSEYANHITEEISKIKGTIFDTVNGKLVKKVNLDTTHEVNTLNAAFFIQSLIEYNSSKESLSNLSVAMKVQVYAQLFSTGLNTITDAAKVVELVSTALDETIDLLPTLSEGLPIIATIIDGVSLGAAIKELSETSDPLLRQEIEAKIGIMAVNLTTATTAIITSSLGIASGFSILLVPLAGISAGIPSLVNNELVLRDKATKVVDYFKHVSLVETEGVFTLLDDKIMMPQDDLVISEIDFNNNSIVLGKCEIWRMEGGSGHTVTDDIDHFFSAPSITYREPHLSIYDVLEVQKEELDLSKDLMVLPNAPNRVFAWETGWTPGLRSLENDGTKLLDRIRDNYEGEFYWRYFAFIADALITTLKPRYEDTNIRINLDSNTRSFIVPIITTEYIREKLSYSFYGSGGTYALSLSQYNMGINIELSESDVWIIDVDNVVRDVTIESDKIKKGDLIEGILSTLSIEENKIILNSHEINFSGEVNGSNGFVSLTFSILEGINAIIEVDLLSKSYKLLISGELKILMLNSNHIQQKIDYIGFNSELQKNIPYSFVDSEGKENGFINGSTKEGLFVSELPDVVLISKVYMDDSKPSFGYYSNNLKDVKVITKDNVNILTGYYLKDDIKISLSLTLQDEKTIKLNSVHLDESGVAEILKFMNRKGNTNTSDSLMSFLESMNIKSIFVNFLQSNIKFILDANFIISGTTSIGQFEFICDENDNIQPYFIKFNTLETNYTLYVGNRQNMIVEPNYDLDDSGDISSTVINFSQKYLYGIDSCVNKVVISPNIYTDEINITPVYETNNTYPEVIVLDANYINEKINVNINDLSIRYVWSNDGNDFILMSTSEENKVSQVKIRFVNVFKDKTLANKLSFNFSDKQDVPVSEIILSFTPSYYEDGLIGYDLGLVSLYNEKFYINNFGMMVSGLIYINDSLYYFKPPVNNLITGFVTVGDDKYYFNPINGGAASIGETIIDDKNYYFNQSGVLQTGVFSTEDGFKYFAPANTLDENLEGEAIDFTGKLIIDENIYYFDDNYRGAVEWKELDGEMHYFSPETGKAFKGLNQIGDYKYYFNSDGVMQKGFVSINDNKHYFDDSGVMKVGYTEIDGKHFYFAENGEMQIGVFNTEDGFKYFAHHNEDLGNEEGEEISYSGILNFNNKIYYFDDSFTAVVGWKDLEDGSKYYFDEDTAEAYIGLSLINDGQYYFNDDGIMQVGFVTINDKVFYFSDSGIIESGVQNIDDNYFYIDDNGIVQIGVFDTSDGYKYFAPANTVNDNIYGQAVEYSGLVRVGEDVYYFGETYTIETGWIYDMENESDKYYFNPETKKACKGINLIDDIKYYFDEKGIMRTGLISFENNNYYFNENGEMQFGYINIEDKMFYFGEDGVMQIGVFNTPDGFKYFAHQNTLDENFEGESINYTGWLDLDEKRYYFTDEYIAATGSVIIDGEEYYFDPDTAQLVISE
PfHsp40 rescue: compounds rescuing yeast from Plasmodium falciparum HSP40 toxicity | S. cerevisiae expressing PfHsp40, growth rescue, ATP luminescence | growth rescue, % at 12.5 µM | 340,000 compounds, 0.68% hits | AID 504582; in the data active = growth rescue above about 28%, passing the limit was not always enough; inconclusive = no clear call, values can overlap the other calls;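 note: yeast W303a lacking pdr1 and pdr3 grown in galactose medium; growth measured after three days at 30 °C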
BoNT A protease: inhibitors of Botulinum neurotoxin A light chain protease; inhibition, % at 10 µM; multiplex microsphere protease substrate cleavage, flow cytometry; AID 588499; 360,000 compounds, 0.17% hits; note: plate controls were buffer without enzyme for full effect and enzyme alone for no effect
Y pestis TopoI: blocks Yersinia pestis topoisomerase I activity. activity, % at 10 µM. Y. pestis Topo-I cleavage product accumulation, plate reader. 360,000 compounds, 0.064% hits; in the data active = activity above about 50%, passing the limit was not always enough; inconclusive = no clear call, values can overlap the other calls; note: inactives centre near 2
An asterisk follows results filed as active; i = inactive; ? = inconclusive; . = no result given; & = joins results of further samples. Cut-off read from the data, not from the text of the source, unless noted: active = inhibition above about 30%; inconclusive = no clear call, values can overlap the other calls; inactive = below that. These rows are one share of the data (hit frequency here may not be typical).

SMILES	PrPC surface inh	PriA SSB inh	3CLpro inhibitor	BH1578 lux ind	Anthrax LF prot	TcdB GH inh	PfHsp40 rescue	BoNT A protease	Y pestis TopoI
Brc1ccc(COc2cccc3cccnc23)cc1	6	-9	.	i	.	3.7	.	.	-3
CCN(NC(=O)C(O)(c1ccccc1)c1ccccc1)C(=O)c1ccccc1	9	-9	-2	i	-2	.	-0.6	0.1	1
Cc1noc(C)c1CSCC(=O)Nc1ccc(C#N)c(Cl)c1	6	-5	.	-2.7	2	0.8	-0.2	1.7	-10
COC(=O)c1ccc2[nH]c(C)c(CN3CCCC3)c(=O)c2c1	4	-10	-4	.	0	.	1.0	-0.3	0
c1ccc(C2=NCCCN2)cc1	-5	-14	0	-0.4	-3	1.0	-1.0	0.5	-6
Cc1cc(NC(=O)C2CC(c3cccc(Br)c3)=NO2)no1 (stereo not given)	-6	3	0	-1.0	6	0.9	-0.6	?	3
CCOc1ccc(C(=O)NCCN2CCCC2)cc1	-3	-5	7	2.7	0	0.2	-2.2	-0.6	-3
Cc1ccn2c(NCc3ccccc3)c(-c3cccc(SC4CCCCC4)c3)nc2c1	1&1	10	.	-3.6	-10&-7	1.5&0.5	0.3	-1.2&-1.2	17
CS(=O)(=O)c1ccc(NC(=O)CCN2C(=O)C3CC=CCC3C2=O)cc1 (stereo not given)	0	-9	.	i	.	0.9	0.7	.	4
Cc1ccc(NC(=O)c2ccc3nc[nH]c3c2)nc1	9	5	-4	-1.7	-1	1.3	-2.1	-1.3	11
CCOC(=O)N1CCN(S(=O)(=O)c2ccc(C(=O)N(CCN(C)C)c3nc4ccc(CC)cc4s3)cc2)CC1	-6	15&10	-1	i	.	1.3	-1.9	.	27
Cc1nc2cc(-c3ccc(Cl)cc3)nn2c(C)c1CCC(=O)NC(C)c1ccc2c(c1)OCCO2 (stereo not given)	-1	-1	-2	-0.2	-2	1.1	2.1	-0.6	30
COc1ccc(N2CC(O)=C(c3nc(-c4ccc(F)cc4)cs3)C2=N)cc1	1	-5	-1	i	-3	0.5	-0.4	-0.3	4
CC(C)c1ccc(NC(=O)COC(=O)CCC(=O)c2cccs2)cc1	1	-9	1	-1.5	1	-1.4	0.3	-0.5	-8
CCC(C)CCN1C(N(C)C)=NC[C@@H]1Cc1ccccc1 (stereo not given in full)	-3	-7	.	-0.3	0	1.2	-0.7	0.2	4
CCN(Cc1ccccc1)c1ccc(/C=N/NS(=O)(=O)c2ccc(C)c([N+](=O)[O-])c2)cc1	10	.	-2	-0.1	-2	1.0	0.4	-0.7	-9
O=C(NCCCN1CCOCC1)c1ccccc1N1C(=O)[C@@H]2Cc3c([nH]c4ccccc34)C(c3ccccc3)N2C1=O (stereo not given in full)	-5	.	.	-0.3	-12	0.3	.	-0.6	14
c1ccc(CSCCc2ccncc2)cc1	0	-2	1	i	-20	.	2.0	0.5	-2
COc1ccc(/C(CC2(O)C(=O)Nc3ccccc32)=N\O)cc1 (stereo not given)	-4	.	-1	2.6	-3	.	-0.3	-0.2	-1
CCOC(=O)N1CCN(C(=O)c2cc(C)no2)CC1	-6	98*	.	-0.3	0	-3.6	23	-0.2	-1
CCCCc1c(O)nc(SCC(=O)Nc2ccc(OC)cc2)n(-c2ccc(C)c(C)c2)c1=O	2	.	.	-0.6	6	-1.9	.	0.3	1
O=C(O)CC(NC(=O)c1ccc2c(c1)OCO2)c1cccc([N+](=O)[O-])c1 (stereo not given)	-3	-12	4	i	2	0.8	0.6	-1.9	9
CCOc1ccccc1C1NC(=O)c2ccccc2O1 (stereo not given)	4	0	5	-0.3	3	0.6	-0.6	-0.6	-2
Fc1ccc(-c2nc3c4ccccc4ccn3c2Cc2ccsc2)cc1	-3	.	.	.	4	0.7	.	-0.5	.
Cc1cc(N2CCN(c3ccccc3)CC2)nc(N2CCOCC2)n1	-10	0	0	i	4	1.5	1.1	0.9	20

Part of the list above, showing only PrPC surface inh, 3CLpro inhibitor and TcdB GH inh:
Compound | PrPC surface inh | 3CLpro inhibitor | TcdB GH inh
c1ccc(C2=NCCCN2)cc1 | -5 | 0 | 1.0
Cc1ccn2c(NCc3ccccc3)c(-c3cccc(SC4CCCCC4)c3)nc2c1 | 1&1 | . | 1.5&0.5
Cc1noc(C)c1CSCC(=O)Nc1ccc(C#N)c(Cl)c1 | 6 | . | 0.8
CS(=O)(=O)c1ccc(NC(=O)CCN2C(=O)C3CC=CCC3C2=O)cc1 (stereo not given) | 0 | . | 0.9
Brc1ccc(COc2cccc3cccnc23)cc1 | 6 | . | 3.7
COC(=O)c1ccc2[nH]c(C)c(CN3CCCC3)c(=O)c2c1 | 4 | -4 | .

Going on with the list:
SMILES	PrPC surface inh	PriA SSB inh	3CLpro inhibitor	BH1578 lux ind	Anthrax LF prot	TcdB GH inh	PfHsp40 rescue	BoNT A protease	Y pestis TopoI
O=C1C2ON(c3ccccc3)C(c3ccccc3F)C2C(=O)N1c1ccccc1 (stereo not given)	4	-2	-1	3.4	1	.	-0.8	0.1	-6
CCOc1ccc(S(=O)(=O)N2CCOCC2)cc1NC(=O)CSCC(=O)Nc1cccc(C)c1	-4	6	-10	-0.3	4	0.3	0.1	1.3	25
COc1ccc(Cn2c(CCC(=O)Nc3ccc(C)c(C)c3)nc3cccnc32)cc1	-8	-2	-4	-2.5	-2	.	0.6	0.4	17
S=C(Nc1ccc(OCc2ccccc2)cc1)Nc1cccc(Cl)c1Cl	3	-9	6	-0.3	-1	.	67*	-0.3	9
Cc1ccc(C)c(N2N=C(C(=O)NCCN3C(=O)S/C(=C\c4cccnc4)C3=O)CCC2=O)c1	-7	-8	.	i	-8	1.0	1.0	3.2	7
CCOC(=O)C1=C(COC(=O)c2cc(Br)c(Br)s2)NC(=O)NC1C (stereo not given)	6	-16	.	-0.7	-2	0.9	1.9	0.2	27
[O-]/[N+](=C/c1cccnc1)c1ccc(Br)cc1	2	-4	3	i	-3	.	-1.4	0.1	-8
Fc1ccc(F)c(C2=NNC(=NCC3CCCO3)SC2)c1 (stereo not given)	5	10	-1	-0.7	-2	0.8	13	0.0	-13
O=C(COc1ccc(S(=O)(=O)N2CCCC2)cc1)Nc1ccc2c(c1)OCCO2	6	1	-4	-0.3	1	2.4	0.4	0.6	4
CCOc1ccccc1/C=C/c1onc(C)c1S(=O)(=O)N1CCC(C(=O)NC(C)C)CC1	-2	1	-2	-0.3	9	-0.2	-1.7	11	-1
Cc1cccc(C)c1NC(=O)Cn1nnnc1N	6	-3	-1	i	-1	2.2	-0.5	0.0	3
CCCCCCCNC(=O)C1(CC2CC(c3cccc(Br)c3)=NO2)CCN(C(=O)c2cc(OCC)c(OCC)c(OCC)c2)CC1 (stereo not given)	-12	-4	.	i	0	0.3	-0.5	-0.5	-3
CCOC(=O)[C@]12CCC=C1N(Cc1ccccc1)C(=O)[C@H](CC(=O)N1CCSCC1)C2	-7	.	.	.	14	1.5	.	0.2	.
Cc1cccc(C)c1NC(=O)CNC(=O)Cc1c[nH]c2ccccc12	-1	4	.	-1.4	-2	1.7	0.1	1.1	-6
Cn1c(=O)c2c(nc(NCCCN3CCOCC3)n2Cc2cccc(Cl)c2)n(C)c1=O	5	-26	-4	i	-1	.	-0.1	1.7	-13
C/C(=N\NC(=O)C1CC1)c1ccc(Cl)cc1	3	.	-2	-0.3	2	1.4	-0.3	0.0	-4
CCn1nnc2sc3c(c2c1=O)CCC(C)C3 (stereo not given)	-4	-32	4	-0.3	-3	.	1.4	0.1	8
COc1ccc(N2CCN(C(=O)COC(=O)CNC(=O)c3ccc(C)cc3)CC2)cc1	4	4	.	-4.2	?	1.5	-1.2	?	8
O=C(COc1ccccc1[N+](=O)[O-])Nc1cc(Cl)ccc1C(=O)O	-7	1	3	-0.2	-2	-1.8	0.3	0.1	6
CSc1nc(N)nc(SCC(=O)Nc2cccc(F)c2)c1C#N	20	-1	1	i	0	.	-1.4	0.4	-3
Cc1ccc(CSc2nc(-c3ccccc3)c(C#N)c(=O)[nH]2)cc1	5	-16	7	-0.4	11	0.4	-0.6	1.3	14
COc1ccc(Br)cc1CN(C)CC(=O)Nc1c(Cl)cccc1Cl	-9	-3	6	-0.1	1	-1.1	-0.5	-0.6	43
CCOc1ccc(C(=O)NC2CCN(C(=S)NCc3ccco3)CC2)cc1	-5	0	-3	i	-4	.	0.4	-2.4	-1
O=C(c1ccc(Cn2cc(Br)cn2)cc1)N1CCN(c2ccccc2)CC1	.	0	-4	-3.0	5	0.8	2.0	1.4	7
COc1cccc(CNC(=O)Cc2ccc(OC)c(S(=O)(=O)N3CCOCC3)c2)c1	2	-4	.	i	3	2.5	.	5.8	0

Additional structures follow.
SMILES	PrPC surface inh	PriA SSB inh	3CLpro inhibitor	BH1578 lux ind	Anthrax LF prot	TcdB GH inh	PfHsp40 rescue	BoNT A protease	Y pestis TopoI
Cc1cccc(C(=O)NCC(c2ccco2)N2CCc3ccccc32)c1 (stereo not given)	4	14	.	i	-5	1.6	-0.2	-18	7
CC(=O)Nc1cc(S(=O)(=O)Nc2cccc(C)c2)c(C)cc1C	9	10	-8	-1.0	2	.	-0.7	-0.1	-3
CC1CCN(CCCNC(=O)c2n[nH]c(=O)c3ccccc23)CC1	-3	-13	2	.	-1	.	0.6	-0.1	4
Cc1ccc(S(=O)(=O)/N=C(/Nc2ccc3[nH]c(=O)[nH]c3c2)c2ccccc2)cc1	4	.	-3	-0.3	-1	1.0	-0.3	-0.3	-2
CCNc1nc(Cl)nc(N(NC(C)=O)C(C)C)n1	2	-6	-1	-0.7	3	1.2	-2.0	0.4	-3
CCSc1ncnc2sc3c(c12)CCC3	1	-45	1	-0.2	-1	.	-0.3	1.1	4
CCCCCC(=O)Nc1c(-c2ccc(OC)cc2)c(=O)c2ccccc2n1C	4	-14	1	-0.2	-4	1.0	-0.1	4.5	-7
COCCNC(=O)C1CCC(CNS(=O)(=O)c2cccc3nsnc23)CC1 (stereo not given)	-13	9	1	i	0	0.6	-0.4	-1.6	8
Cc1c(NC(=O)COC(=O)CSc2ccc([N+](=O)[O-])cc2)c(=O)n(-c2ccccc2)n1C	-8	-11	.	i	-4	3.9	-0.6	-1.3	-3
Cn1c(=O)n(C)c2cc([N+](=O)[O-])c(N3CCN(C(=O)c4cccc(F)c4)CC3)cc21	-23	-1	-2	-0.4	-3	1.4	1.7	-0.3	8
COc1cccc(CN2CCN(C(=O)COc3ccc4ccccc4c3)CC2)c1	0	6	-1	-0.9	3	.	0.5	-0.8	8
COc1ccccc1CCn1cnc(-c2ccc(Br)cc2)c1C(C)C	2	.	.	.	-7	3.5	.	-0.6	.
CC(=O)c1ccc(-n2ccc(=O)cc2)cc1	-2	2	3	-0.1	9	-1.3	-1.3	1.8	2
COc1cc(CNCCN2CCOCC2)ccc1OCc1ccc(Cl)cc1	3	-7	4	-8.3	.	.	-0.1	.	-6
O=C(O)Cn1nnc(-c2cccs2)n1	-7	4	-3	i	-6	.	1.0	-0.4	0
O=C1C2CC=CCC2C(=O)N1c1n[nH]c(-c2ccccc2)n1 (stereo not given)	-1	-6	2	6.2	6	.	0.2	0.7	-7
CCOC(=O)NC1(NCc2ccccc2)Oc2ccccc2O1	4	3	-4	i	-3	1.6&-0.1	-1.2	-0.5	4
Cc1ccc(Cn2c(C)cc3c(c2=O)C(c2cccs2)C(C#N)=C(N)O3)cc1 (stereo not given)	6	-4	-3	-3.7	-3	.	0.1	-1.0	24
N#CC[N+]1(CCCNP2(=O)C=C(c3ccccc3)OC(c3ccccc3)=C2)CCOCC1	-3	.	-1	i	1	1.2	-0.1	-0.4	5
CSc1ccc(S(=O)(=O)NC2CC2)cc1	2	-13	5	-0.3	0	-0.9	0.0	0.6	4

Grouped by structure: the entries above containing a furan ring, fused or not.
SMILES	PrPC surface inh	PriA SSB inh	3CLpro inhibitor	BH1578 lux ind	Anthrax LF prot	TcdB GH inh	PfHsp40 rescue	BoNT A protease	Y pestis TopoI
CCOc1ccc(C(=O)NC2CCN(C(=S)NCc3ccco3)CC2)cc1	-5	0	-3	i	-4	.	0.4	-2.4	-1
Cc1cccc(C(=O)NCC(c2ccco2)N2CCc3ccccc32)c1 (stereo not given)	4	14	.	i	-5	1.6	-0.2	-18	7

Bioassay records (PubChem BioAssay)
